Assay outcomes from PubChem BioAssay.
KAT2A inh – qHTS Assay for Inhibitors of GCN5L2; Histone acetyltransferase KAT2A (Homo sapiens), Q92830; GCN5L2 HAT assay, ThioGlo1 CoA-SH fluorescence; Potency, µM (top dose mostly 58.9 µM), inactives show top-dose activity change, negative = inhibition, most hits filed as inhibitors; hit rate 0.21% among 390,000; AID 504327, 2011
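Free CoA generated was detected with ThioGlo1 (50uM) fluorescence at Ex340nm/Em540nm, read immediately and after 20 min at room temperature. Enzyme, 20 nM in HEPES pH 7.5 buffer, saw compounds 15 min before adding 75uM H3(1-25) peptide and 70uM acetyl-CoA.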
FEN1 inh – qHTS Assay for the Inhibitors of Human Flap endonuclease 1 (FEN1); Potency, µM (top dose mostly 114 µM), without a hit: top-dose activity change, negative = inhibition, hits mostly inhibitors; P39748; AID 588795, 2011; hit rate 0.35% among 390,000; Recombinant FEN1 flap cleavage, fluorescence, 15 min; also: nearly all actives have a fitted effect of over 65% in size
Target sequence (P39748 whole entry, looked up): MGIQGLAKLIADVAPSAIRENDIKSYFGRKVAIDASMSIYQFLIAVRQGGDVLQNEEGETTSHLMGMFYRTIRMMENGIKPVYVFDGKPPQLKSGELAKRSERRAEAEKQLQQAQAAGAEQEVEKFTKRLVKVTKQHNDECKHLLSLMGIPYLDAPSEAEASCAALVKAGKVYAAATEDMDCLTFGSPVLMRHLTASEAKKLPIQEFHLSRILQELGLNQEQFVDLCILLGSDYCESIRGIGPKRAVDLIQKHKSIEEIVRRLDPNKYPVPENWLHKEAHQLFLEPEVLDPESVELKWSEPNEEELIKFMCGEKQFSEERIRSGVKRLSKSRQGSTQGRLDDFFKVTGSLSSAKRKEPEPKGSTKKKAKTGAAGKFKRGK
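Concentration–response screening of FEN1 (10 nM): 15 min compound preincubation at room temperature, reaction started with 50 nM substrate and read at 0 and 15 min. Corrected, normalized data were fitted by a four-parameter Hill equation.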
TDP1 cell CPT – qHTS for Inhibitors of human tyrosyl-DNA phosphodiesterase 1 (TDP1): qHTS in cells in presence of CPT; chicken DT40 Tdp1-/-;hTDP1 cells + 20 nM CPT, ATP luminescence, 48 h; Potency, µM (highest dose often 46.2 µM), for inactives: at the highest dose activity change, negative = growth inhibition, most hits filed as inhibitors; hit rate 12% among 420,000; AID 686979, 2013; also: nearly all actives have a fitted effect of over 55% in size
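Chicken DT40 Tdp1-/- cells complemented with human TDP1, 400 cells/well, exposed to compounds plus 20 nM camptothecin for at least 48 h at 37 C; viability read as ATP content by CellTiter-Glo luminescence.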
Starred values were filed as active, the others as inactive; & = joins results of further samples. Calls follow the shape of the dose curve; as a rule, active = well fitted curve in the direction sought with a large enough effect; inconclusive = small, poorly fitted or top-dose-only effect, or another doubt; inactive = no such curve, though single readings can be large; an effect the other way counts as inactive or inconclusive. % is scaled to controls: 0 for no effect and ±100 for the full control effect; potency is read from the fitted curve at half-maximal effect.

Screening CC(C)Oc1ccc(CCc2nnc(SCC(=O)O)n2-c2ccccc2)cc1 returned KAT2A inh -4%, FEN1 inh 4% and TDP1 cell CPT inconclusive.
`O=C(Cn1cnc2c(cnn2-c2ccc(F)cc2)c1=O)N1CCN(c2ccccc2)CC1` gave KAT2A inh -6%, FEN1 inh -2% and TDP1 cell CPT -22%.
For CCn1cc(/C=C(\NC(=O)c2ccc(C)cc2)C(=O)NCCCn2ccnc2)c2ccccc21 the results were KAT2A inh -6%, FEN1 inh -11% and TDP1 cell CPT inconclusive.
COc1ccc(-c2nc(C#N)c(NCCCN(C)C)o2)cc1OC was read as KAT2A inh -2%, FEN1 inh -4% and TDP1 cell CPT -18%.
Cc1ccc(S(=O)(=O)C(CNC(=O)C(=O)NCCc2ccccc2)c2ccco2)cc1 (stereo unspecified) was read as KAT2A inh 3%, FEN1 inh -13% and TDP1 cell CPT inconclusive.
For C[C@@H]1CN([C@@H](C)CO)C(=O)Cc2cc(NC(=O)Nc3cccc4ccccc34)ccc2O[C@@H]1CN(C)Cc1ccc(C(F)(F)F)cc1 the results were KAT2A inh -20%, FEN1 inh -3% and TDP1 cell CPT inconclusive.
Screening COC(=O)C(C)Sc1ncnc2c1nnn2-c1ccc(F)cc1 (stereo unspecified) returned KAT2A inh -4%, FEN1 inh 3% and TDP1 cell CPT -59%.
`Nc1nnnn1CC(=O)N/N=C/c1ccccn1` gave KAT2A inh -6%, FEN1 inh 8% and TDP1 cell CPT 12%.
Screening O=C(CSc1nc2ccccc2c(=O)n1CCC(=O)NC1CCCCC1)Nc1ccccc1Cl returned KAT2A inh 3%, FEN1 inh -2% and TDP1 cell CPT -5%.
For COc1ccccc1N(C(=O)CNC(=O)c1ccco1)C(C(=O)NC1CCCC1)c1ccncc1 (stereo unspecified) the results were KAT2A inh -8%, FEN1 inh 1% and TDP1 cell CPT 2%.
O=C(N/N=C/c1ccc(-c2ccccc2[N+](=O)[O-])o1)[C@H]1C[C@@H]1c1ccccc1 was read as KAT2A inh -12%, FEN1 inh -8% and TDP1 cell CPT 16µM*.
For CCO[C@@H]1c2c(ccc3ccc(=O)oc23)OC(C)(C)[C@@H]1O the results were KAT2A inh -2%, FEN1 inh -6% and TDP1 cell CPT -1%.
For NC(=O)/C(=N\O)c1ccccc1 the results were KAT2A inh -12%, FEN1 inh 3% and TDP1 cell CPT -17%.
`CCCn1cnc2c(SCc3ccccn3)nc(N)nc21` gave FEN1 inh 1% and TDP1 cell CPT -2%.
Cc1ccccc1OCCCn1c(CO)nc2ccccc21 was read as KAT2A inh -2%, FEN1 inh 7% and TDP1 cell CPT inconclusive.

A section from the list above:
Screening CC(C)Oc1ccc(CCc2nnc(SCC(=O)O)n2-c2ccccc2)cc1 returned KAT2A inh -4%, FEN1 inh 4% and TDP1 cell CPT inconclusive.
`O=C(Cn1cnc2c(cnn2-c2ccc(F)cc2)c1=O)N1CCN(c2ccccc2)CC1` gave KAT2A inh -6%, FEN1 inh -2% and TDP1 cell CPT -22%.
For CCn1cc(/C=C(\NC(=O)c2ccc(C)cc2)C(=O)NCCCn2ccnc2)c2ccccc21 the results were KAT2A inh -6%, FEN1 inh -11% and TDP1 cell CPT inconclusive.
COc1ccc(-c2nc(C#N)c(NCCCN(C)C)o2)cc1OC was read as KAT2A inh -2%, FEN1 inh -4% and TDP1 cell CPT -18%.
Cc1ccc(S(=O)(=O)C(CNC(=O)C(=O)NCCc2ccccc2)c2ccco2)cc1 (stereo unspecified) was read as KAT2A inh 3%, FEN1 inh -13% and TDP1 cell CPT inconclusive.
For C[C@@H]1CN([C@@H](C)CO)C(=O)Cc2cc(NC(=O)Nc3cccc4ccccc34)ccc2O[C@@H]1CN(C)Cc1ccc(C(F)(F)F)cc1 the results were KAT2A inh -20%, FEN1 inh -3% and TDP1 cell CPT inconclusive.

The listing continues:
For CCN(CC)S(=O)(=O)c1ccc(C)c(NC(=O)COc2ccc(Cl)cc2Br)c1 the results were KAT2A inh -2%, FEN1 inh 4% and TDP1 cell CPT -42%.
`O=C(COC(=O)Cn1cc(C(F)(F)F)ccc1=O)Nc1ccc(Br)cc1F` gave KAT2A inh -9%, FEN1 inh -5% and TDP1 cell CPT -30%.
`O=C(C1CC(=O)N(c2ccccc2)C1)N1CCN(C2=NS(=O)(=O)c3ccccc32)CC1` (stereo unspecified) gave KAT2A inh -14%, FEN1 inh -7% and TDP1 cell CPT 2%.
`Cc1cccn2c(=O)c(C=C(C#N)C#N)c(N3CCN(c4ccccc4)CC3)nc12` gave KAT2A inh -2%, FEN1 inh -5% and TDP1 cell CPT inconclusive.
Screening COc1ccc(Cl)cc1NC(=O)CN1CCC(n2nnc3cc(C)ccc32)CC1 returned KAT2A inh -14%, FEN1 inh -8% and TDP1 cell CPT inconclusive.
`N#Cc1nc(-c2ccc(Cl)cc2)oc1N1CCCCC1` gave KAT2A inh inconclusive, FEN1 inh -20% and TDP1 cell CPT -13%.
Screening CCOc1cc(NC(=O)c2ccccn2)c(OCC)cc1NC(=O)c1ccc(Cl)cc1 returned KAT2A inh -9%, FEN1 inh -4% and TDP1 cell CPT 1.5µM*.
For CCC1CCc2nc3sc(C(=O)Nc4ccc(C)cc4)c(N)c3cc2C1 (stereo unspecified) the results were KAT2A inh 1%, FEN1 inh -4% and TDP1 cell CPT 12µM*.
`O=C(CSc1ncccc1C(=O)O)c1cccc(C(F)(F)F)c1` gave KAT2A inh -9%, FEN1 inh -5% and TDP1 cell CPT -4%.
Cc1c(C(=O)N2CCN(C(=O)c3ccco3)CC2)sc2nc(-c3ccc(F)cc3)cn12 was read as KAT2A inh -3%, FEN1 inh 2% and TDP1 cell CPT inconclusive.
Screening CCOc1ccccc1NC(=O)CCC(=O)Nc1ccccc1OCC returned KAT2A inh 1%, FEN1 inh -2% and TDP1 cell CPT 4%.
CC(=O)C1=C(C)NC(=O)NC1c1cc(Br)ccc1OCC(N)=O (stereo unspecified) was read as KAT2A inh 1%, FEN1 inh -9% and TDP1 cell CPT -2%.
Screening CCOP(=O)(OCC)c1nc(-c2ccc(Cl)cc2Cl)oc1N1CCOCC1 returned KAT2A inh -1%, FEN1 inh 5% and TDP1 cell CPT inconclusive.
For Cc1cc(C(=O)N2CCc3ccccc32)n(-c2ccccc2)n1 the results were KAT2A inh 1%, FEN1 inh -11% and TDP1 cell CPT inconclusive.
For CCOCCCNC(=O)C(Cc1ccccc1)NC(=O)c1ccco1 (stereo unspecified) the results were KAT2A inh -1%, FEN1 inh 6% and TDP1 cell CPT 2%.

2 compounds picked at random from the list so far, as already listed:
For CCC1CCc2nc3sc(C(=O)Nc4ccc(C)cc4)c(N)c3cc2C1 (stereo unspecified) the results were KAT2A inh 1%, FEN1 inh -4% and TDP1 cell CPT 12µM*.
Screening CCOP(=O)(OCC)c1nc(-c2ccc(Cl)cc2Cl)oc1N1CCOCC1 returned KAT2A inh -1%, FEN1 inh 5% and TDP1 cell CPT inconclusive.

By substructure, the compounds so far with a COOH group
Screening CC(C)Oc1ccc(CCc2nnc(SCC(=O)O)n2-c2ccccc2)cc1 returned KAT2A inh -4%, FEN1 inh 4% and TDP1 cell CPT inconclusive.
`O=C(CSc1ncccc1C(=O)O)c1cccc(C(F)(F)F)c1` gave KAT2A inh -9%, FEN1 inh -5% and TDP1 cell CPT -4%.

New compounds follow:
`Cc1ccc(C2(C)CC(C)(C)N(C(=O)CSc3nnc(C)s3)c3ccccc32)cc1` (stereo unspecified) gave KAT2A inh -7%, FEN1 inh -12% and TDP1 cell CPT 21µM*.
CN(Cc1cn[nH]c1-c1ccc2c(c1)OCO2)C1CCOCC1 was read as KAT2A inh -2%, FEN1 inh 11% and TDP1 cell CPT 17%.
CCc1ccc(CN(C)C(C)C(=O)NCc2ccccc2)cc1 (stereo unspecified) was read as KAT2A inh -5%, FEN1 inh -2% and TDP1 cell CPT inconclusive.
`O=C(NCCCN1CCOCC1)c1cccs1` gave KAT2A inh -14%, FEN1 inh -12% and TDP1 cell CPT 0%.
CCN(CCO)Cc1cn[nH]c1-c1ccc(C)c(C)c1 was read as KAT2A inh 1%, FEN1 inh 5% and TDP1 cell CPT -12%.
O=C(O)c1cccc(NS(=O)(=O)c2cc(S(=O)(=O)c3ccc(Cl)cc3)ccc2Cl)c1 was read as KAT2A inh -9%, FEN1 inh 3% and TDP1 cell CPT -4%.
`Cc1ccc(S(=O)(=O)N2CCC[C@H]2C(=O)Oc2ccccc2)cc1` gave FEN1 inh -15% and TDP1 cell CPT 3%.
Screening COc1cccc(NC(=O)CN(C)C(=O)CNC(=O)c2ccc(C)s2)c1 returned FEN1 inh 16% and TDP1 cell CPT 14%.
For CC(=O)c1ccc(-c2nc3ccccc3n2C)o1 the results were KAT2A inh inconclusive, FEN1 inh -4%&-19% and TDP1 cell CPT inconclusive.
`Cc1ccc(OCC(=O)Nc2nnc(S(=O)(=O)N3CCCCC3)s2)cc1` gave KAT2A inh inconclusive, FEN1 inh inconclusive and TDP1 cell CPT 3%.
Screening O=C1CCC2CCCCC2(O)O1 (stereo unspecified) returned KAT2A inh -5%, FEN1 inh -1% and TDP1 cell CPT -1%.
O=C(N1CCN(c2cccc(Cl)c2)CC1)C1(c2cccs2)CCOCC1 was read as KAT2A inh -10%, FEN1 inh -18% and TDP1 cell CPT 23µM*.
For CCOc1ccccc1N1CCN(Cc2ccc(OC)c(OC)c2OC)CC1 the results were KAT2A inh -2%, FEN1 inh -13% and TDP1 cell CPT inconclusive.
For COc1cc(C(=O)Nc2ccc(S(=O)(=O)Nc3onc(C)c3C)cc2)cc(OC)c1OC the results were KAT2A inh -19%, FEN1 inh -3% and TDP1 cell CPT 6%.
Screening CC1CN(CCCCSc2ccccc2)CC(C)O1 (stereo unspecified) returned KAT2A inh 1%, FEN1 inh 18% and TDP1 cell CPT 1%.
Cc1cc(SCC(=O)OCC(=O)N2CCN(C(=O)c3ccco3)CC2)c(C)cc1Br was read as KAT2A inh -6%, FEN1 inh -15% and TDP1 cell CPT -18%.
Screening COCCCNC(=O)Cc1ccc(S(=O)(=O)N2CCOCC2)s1 returned KAT2A inh 2%, FEN1 inh 9% and TDP1 cell CPT -2%.
Screening O=C1C2C3C=CC(CC3)C2C(=O)N1c1ccc2c(c1)OCO2 (stereo unspecified) returned KAT2A inh 0%, FEN1 inh 2% and TDP1 cell CPT inconclusive.
N#CCCN(CCN1CCCC1)S(=O)(=O)c1ccc(-c2ccc([N+](=O)[O-])cc2)cc1 was read as KAT2A inh -6%, FEN1 inh 7% and TDP1 cell CPT 0%.
For CCN1CCCC1CNCc1cccc(OC)c1OCc1ccccc1 (stereo unspecified) the results were KAT2A inh -2%, FEN1 inh 3% and TDP1 cell CPT -15%.
CC(=O)NC12CC3CC(C1)CC(C(=O)Nc1nccs1)(C3)C2 was read as KAT2A inh -1%, FEN1 inh -1% and TDP1 cell CPT -5%.
For NC(CSC1(c2ccc(Cl)cc2)c2ccccc2-c2ccccc21)C(=O)O (stereo unspecified) the results were FEN1 inh 1% and TDP1 cell CPT inconclusive.
COC(=O)c1cn(NC(=O)c2cnccn2)c(=O)c2ccccc12 was read as KAT2A inh -4%, FEN1 inh -9% and TDP1 cell CPT 7.3µM*.
Screening COc1ccc(C2=CC(=O)OC3(CCCCC3)O2)cc1 returned KAT2A inh -9%, FEN1 inh 2% and TDP1 cell CPT -19%.
Screening COc1ccc(CNC(=O)CN(C(=O)c2cc3sccc3n2C)C2CCCC2)cc1 returned KAT2A inh -6%, FEN1 inh -15% and TDP1 cell CPT inconclusive.
Cc1ccc(CNC(N)=S)cc1 was read as KAT2A inh -1%, FEN1 inh 0% and TDP1 cell CPT -4%.
Cc1ccc(S(=O)(=O)Nc2cccc3ncccc23)cc1 was read as KAT2A inh -20%, FEN1 inh -10% and TDP1 cell CPT inconclusive.
For COc1ccccc1/C=C1\SC(N2CCC(C)CC2)=NC1=O the results were KAT2A inh -24%, FEN1 inh 12% and TDP1 cell CPT inconclusive.
`O=C(c1cc(-c2ccccc2)on1)N1CCCC1` gave KAT2A inh -4%, FEN1 inh 0% and TDP1 cell CPT -9%.

The list is partial, so the mix of outcomes need not match the whole.
